Screening results deposited in PubChem by Sanford-Burnham Center for Chemical Genomics.
hIAP block: blocks human intestinal alkaline phosphatase. actives 0.12% (n = 330,000). inhibition, % at 10 µM. P09923. AID 2544. purified IAP, CDP-Star luminescence, 30 min;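 active = inhibition reaching a set limit with compound at 10 µM in the primary screen, cut at about 35% in these data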;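 also: plate controls were DMSO wells with enzyme for no effect and no-enzyme buffer wells for full effect; values of inactives mirror those of a sister screen read the other way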
Target sequence (P09923 whole entry, looked up): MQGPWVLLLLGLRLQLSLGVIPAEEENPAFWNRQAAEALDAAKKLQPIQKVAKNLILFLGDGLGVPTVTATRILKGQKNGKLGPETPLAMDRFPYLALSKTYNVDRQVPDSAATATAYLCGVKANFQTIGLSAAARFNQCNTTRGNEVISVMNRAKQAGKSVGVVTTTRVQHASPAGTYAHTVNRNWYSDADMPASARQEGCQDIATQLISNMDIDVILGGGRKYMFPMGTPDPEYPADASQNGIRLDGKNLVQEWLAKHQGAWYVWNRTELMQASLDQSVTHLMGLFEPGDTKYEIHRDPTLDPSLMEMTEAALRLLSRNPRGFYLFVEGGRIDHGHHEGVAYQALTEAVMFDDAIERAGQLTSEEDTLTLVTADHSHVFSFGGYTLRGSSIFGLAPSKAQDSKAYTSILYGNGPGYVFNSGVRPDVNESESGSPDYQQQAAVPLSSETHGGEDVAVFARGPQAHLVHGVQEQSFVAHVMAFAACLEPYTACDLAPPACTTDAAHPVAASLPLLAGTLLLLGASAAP
mIAP block: mouse IAP inhibition | actives 0.2% (n = 330,000) | inhibition, % at 10 µM | purified mouse IAP, CDP-Star luminescence, 30 min;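 active = inhibition of at least 40% at 10 µM in the primary screen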;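 also: plate controls were DMSO with enzyme for no effect and no enzyme wells for full effect; values of inactives mirror those of a sister screen read the other way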
hIAP activ: human IAP activation; purified human IAP, CDP-Star luminescence, 30 min; active compounds read high; 1 = vehicle-only enzyme, 0 = enzyme-free background; activation factor at 10 µM; actives 0.16% (n = 330,000); AID 2524;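 active = activation factor of the enzyme at least 2-fold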; also: the source names both 10 and 20 µM as test concentration; values of inactives mirror those of a sister screen read the other way
MIN6 prolif: induces beta-cell replication in MIN6 cells. actives 0.29% (n = 330,000). MIN6 cells proliferation, ATPlite luminescence, 48 h; cells starved in 0.2% serum; 100% = growth in 10% serum. AID 2380. proliferation, % at 10 µM;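 active = compounds whose signal lies at least 3.5 SD above the mean of all wells on their plate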;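 also: 0% = DMSO-treated cells in low-serum medium and 100% = 10% serum control; some compounds called inactive have numbers as strong as hits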
A3A deaminase: inhibitors of human APOBEC3A DNA deaminase | P31941 | recombinant A3A, FAM/TAMRA ssDNA deamination fluorescence | inhibition, % at 20 µM | actives 0.41% (n = 330,000) | AID 493011;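 active = at least 40% inhibition at 20 µM here, with at most 30% in a related deaminase screen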;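 also: plate controls were A3A with DMSO for no effect and wells lacking A3A enzyme for full effect; some results filed as inactive read as strong as hits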
Target sequence (P31941 whole entry, looked up): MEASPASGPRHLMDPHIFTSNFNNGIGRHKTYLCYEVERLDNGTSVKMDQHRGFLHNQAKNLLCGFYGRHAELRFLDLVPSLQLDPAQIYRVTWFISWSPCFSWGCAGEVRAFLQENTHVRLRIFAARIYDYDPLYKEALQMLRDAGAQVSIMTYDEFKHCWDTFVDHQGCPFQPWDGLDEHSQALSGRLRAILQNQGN
GRIN3A LBD mod: modulates the human NR3A ligand-binding domain; actives 2.5% (n = 340,000); NR3A LBD differential scanning fluorimetry, Tm shift; 0% = protein alone, 100% = glycine-bound protein; AID 1259313; Tm shift relative to glycine control, % at 25 µM;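 active = melting temperature shift of at least 10% of the positive control shift, at one fixed dose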
mIAP act: mouse IAP activation. muIAP, CDP-Star luminescence, 30 min; active compounds read high; 1 = vehicle-only enzyme signal, 0 = enzyme-free wells. activation factor at 10 µM. actives 0.24% (n = 330,000);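 active = activation factor of at least 2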; also: the source names both 10 and 20 µM as test concentration; values of inactives mirror those of a sister screen read the other way
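also added = chemiluminescent substrate CDP-Star | test system = mouse IAP enzyme | signal = chemiluminescence readout | compound = DMSO-dissolved test compounds | incubation = 30 min at room temperature | benchmarks = DMSO wells, no-enzyme wells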
APOBEC3G inh: blocks human APOBEC3G single-stranded DNA deamination; Q9HC16; recombinant A3G, ssDNA deamination FAM/TAMRA fluorescence; inhibition, % at 20 µM; actives 0.28% (n = 330,000); AID 493012;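 active = inhibition of at least 40% at 20 µM, with no more than 30% in the related APOBEC3A deaminase screen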;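 also: plate controls were DMSO wells with A3G for no effect and wells lacking A3G enzyme for full effect; some compounds called inactive have numbers as strong as hits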
MPTP block: permeability transition pore inhibition; isolated mouse mitochondria, Ca2+ swelling absorbance, 30 min; inhibition, % at 10 µM; actives 1.4% (n = 360,000); AID 602449;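 active = inhibition of 50% or more, scaled per plate between neutral and stimulator controls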;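 also: 0% = DMSO wells given calcium and 100% = 1 mM EGTA wells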
Starred values were filed as active, the others as inactive; . = no result given.

SMILES | hIAP block | mIAP block | hIAP activ | MIN6 prolif | A3A deaminase | GRIN3A LBD mod | mIAP act | APOBEC3G inh | MPTP block
NC(=O)Cn1c(=O)n(-c2ccccc2)c(=O)c2oc3ccccc3c21 | 18 | -4 | 0.82 | 0 | 1 | -1 | 1 | -6 | 1.0
COc1cc(CN2CCC(n3nccc3NC(=O)c3ccc4c(c3)OCO4)CC2)ccc1O | 12 | -11 | 0.88 | -2 | 2 | 0 | 1.1 | -5 | -0.7
O=C(O)c1ccccc1C(=O)Nc1ccccc1 | -9 | -5 | 1.1 | 0 | -2 | -1 | 1.1 | -6 | 0.9
COc1cc2c(cc1OC)C(C(=O)N1CCN(c3ccccc3)CC1)C(c1cccs1)N(C)C2=O (stereo unspecified) | 0 | -9 | 1 | -1 | -1 | 1 | 1.1 | 1 | 0.7
O=C(Cc1cccc2ccccc12)Nc1cc(Cl)ccc1C(=O)O | -4 | 9 | 1 | -3 | -2 | 4 | 0.91 | -3 | 1.6
COc1ccc(-c2c(=O)n(OCc3nc4ccccc4[nH]3)c3ccccc3[n+]2[O-])cc1 | -7 | 4 | 1.1 | 1 | -4 | 1 | 0.96 | -8 | 4.1
COc1cc2c(cc1OC)CN(C(=O)CSc1ccc(F)cc1)CC2 | 12 | 11 | 0.88 | 2 | -1 | -1 | 0.89 | -5 | 0.5
Cc1cccc(NC(=S)N(C)C2(c3ccccc3Cl)CCCCC2=O)c1 (stereo unspecified) | -2 | 11 | 1 | 0 | 2 | 1 | 0.89 | -3 | -1.7
CCOc1ccccc1NC(=O)CSc1nnnn1C1CCCC1 | -11 | 2 | 1.1 | -2 | 1 | -1 | 0.98 | 1 | 0.1
C=Cn1cc[n+](CC(=O)c2cccs2)c1 | 28 | 3 | 0.72 | 0 | -4 | -1 | 0.97 | -6 | 0.9
CCCCOc1ccc(C2CC(=O)NC2=O)cc1 (stereo unspecified) | 15 | 1 | 0.85 | 3 | -3 | -1 | 0.99 | -7 | -0.6
O=C(Nc1cccc(Cl)c1)NC1CCCCC1 | -9 | -93 | 1.1 | -4 | 1 | -8 | 1.9 | -4 | 83*
CC(C)C(NC(=O)c1ccccc1F)C(=O)NCCCn1ccnc1 (stereo unspecified) | 2 | 6 | 0.98 | 2 | 2 | 2 | 0.94 | 5 | -2.8
O=C(NNS(=O)(=O)Cc1ccccc1)c1ccc([N+](=O)[O-])cc1 | 15 | -3 | 0.85 | -4 | 4 | 1 | 1 | -1 | 2.2
CCC(c1nnnn1C(C)(C)C)N(Cc1cccs1)Cc1cc2cc(C)c(C)cc2n2nnnc12 (stereo unspecified) | 8 | 4 | 0.92 | -2 | -2 | 5 | 0.96 | -3 | .
COc1ccc(/C=C(/CC(=O)Nc2ccccc2)c2nc3ccccc3s2)cc1 | -4 | 4 | 1 | -3 | -5 | -4 | 0.96 | -2 | 2.7
Nc1c(C(=O)O)sc2nc(-c3ccccc3)c3c(c12)CCCC3 | 0 | 8 | 1 | -4 | -1 | -1 | 0.92 | 3 | 1.8
CCc1ccc(-c2ccc(SCc3ccccn3)nn2)cc1 | 6 | 5 | 0.94 | -4 | -1 | -2 | 0.95 | -5 | -0.4
CC(C)C(=O)Nc1ccc(-c2ccc3nncn3n2)cc1 | 14 | 8 | 0.86 | -2 | 2 | 0 | 0.92 | -4 | 2.2
Cc1nc(=O)c(-c2ccccc2)c(C)n1CCCO | 5 | -11 | 0.95 | 0 | -4 | 2 | 1.1 | -4 | 0.5

9 entries out of the list, ordered by number of heavy atoms, descending:
SMILES | hIAP block | mIAP block | hIAP activ | MIN6 prolif | A3A deaminase | GRIN3A LBD mod | mIAP act | APOBEC3G inh | MPTP block
CCC(c1nnnn1C(C)(C)C)N(Cc1cccs1)Cc1cc2cc(C)c(C)cc2n2nnnc12 (stereo unspecified) | 8 | 4 | 0.92 | -2 | -2 | 5 | 0.96 | -3 | .
COc1ccc(-c2c(=O)n(OCc3nc4ccccc4[nH]3)c3ccccc3[n+]2[O-])cc1 | -7 | 4 | 1.1 | 1 | -4 | 1 | 0.96 | -8 | 4.1
COc1ccc(/C=C(/CC(=O)Nc2ccccc2)c2nc3ccccc3s2)cc1 | -4 | 4 | 1 | -3 | -5 | -4 | 0.96 | -2 | 2.7
CC(C)C(NC(=O)c1ccccc1F)C(=O)NCCCn1ccnc1 (stereo unspecified) | 2 | 6 | 0.98 | 2 | 2 | 2 | 0.94 | 5 | -2.8
O=C(Cc1cccc2ccccc12)Nc1cc(Cl)ccc1C(=O)O | -4 | 9 | 1 | -3 | -2 | 4 | 0.91 | -3 | 1.6
CCc1ccc(-c2ccc(SCc3ccccn3)nn2)cc1 | 6 | 5 | 0.94 | -4 | -1 | -2 | 0.95 | -5 | -0.4
Cc1nc(=O)c(-c2ccccc2)c(C)n1CCCO | 5 | -11 | 0.95 | 0 | -4 | 2 | 1.1 | -4 | 0.5
O=C(O)c1ccccc1C(=O)Nc1ccccc1 | -9 | -5 | 1.1 | 0 | -2 | -1 | 1.1 | -6 | 0.9
C=Cn1cc[n+](CC(=O)c2cccs2)c1 | 28 | 3 | 0.72 | 0 | -4 | -1 | 0.97 | -6 | 0.9

(continued)
SMILES | hIAP block | mIAP block | hIAP activ | MIN6 prolif | A3A deaminase | GRIN3A LBD mod | mIAP act | APOBEC3G inh | MPTP block
CC1CCN(CCc2nc3cc(NC(=O)COc4ccc(Cl)cc4)ccc3n2C)CC1 | -6 | -3 | 1.1 | -4 | -1 | 0 | 1 | -1 | 0.3
COc1cccc(C(=O)NCCS(=O)(=O)NCc2ccc3c(c2)OCO3)c1 | 6 | 5 | 0.94 | 9 | 1 | 3 | 0.95 | -8 | -0.1
O=S(=O)(c1ccccc1)N1CCCc2ccccc21 | -6 | -5 | 1.1 | -1 | 0 | . | 1 | -4 | .
NC(=O)c1ccccc1NC(=O)Nc1cccc2ccccc12 | 11 | 4 | 0.89 | -1 | 1 | 0 | 0.96 | -4 | 0.6
Nc1nc(N2CCCCC2)nc(N2CCCCC2)n1 | -24 | -1 | 1.2 | -1 | 6 | -1 | 1 | 9 | 0.9
CC(OC(=O)COc1ccccc1Cc1ccccc1)C(=O)N(C)c1ccccc1 (stereo unspecified) | 0 | 2 | 0.99 | -3 | -2 | 1 | 0.98 | -8 | -0.6
CC(/C=C1\SC(=S)N(CCC(=O)Nc2ccccc2O)C1=O)=C\c1ccccc1 | -17 | 8 | 1.2 | -6 | -6 | 20* | 0.92 | -9 | 0.2
O=C(Nc1nnc(-c2ccccc2)o1)c1cccc(N2C(=O)CCC2=O)c1 | 1 | 3 | 0.99 | -4 | 3 | -1 | 0.97 | 3 | 0.3
N=c1c2c3c(sc2nc2n1CCC2)CCCC3 | 0 | 1 | 1 | -1 | 0 | -2 | 0.99 | -4 | -1.2
Cc1ccccc1N(C(=O)c1csnn1)C(C(=O)NC(C)(C)C)c1ccncc1 (stereo unspecified) | 13 | -14 | 0.87 | -1 | -3 | -1 | 1.1 | -8 | -1.3
Cn1c(=O)cc(SCC(=O)Nc2ccc3c(c2)OCO3)c2ccccc21 | 23 | 3 | 0.77 | -5 | 5 | 3 | 0.97 | -2 | 2.6
C[C@H]1CN=C(Nc2ccccc2)N1CCc1ccc(F)cc1 | -15 | 4 | 1.2 | 2 | 2 | 9 | 0.96 | -3 | 0.1
CCOC(=O)N1CCN(c2c(NCCCN(CC)c3cccc(C)c3)c(=O)c2=O)CC1 | -1 | -7 | 1 | -2 | -7 | 0 | 1.1 | -5 | 0.0
CCN(CC)C(=O)CSc1nnc([C@@H](N)C(C)C)o1 | -50 | -11 | 1.5 | 1 | -3 | 4 | 1.1 | -5 | 1.1
COc1ccc(N/C=C\C(=O)c2ccc3ccccc3c2)cc1 | -4 | 1 | 1 | -4 | -5 | -2 | 0.99 | -1 | 0.7
COc1ccc(C(C)=O)cc1COC(=O)C1CCN(C(=O)c2ccc(Cl)cc2)CC1 | -4 | 4 | 1 | 3 | 0 | 2 | 0.96 | -1 | -1.2
COC(=O)NCC(c1ccco1)N1CCN(c2ccccc2)CC1 (stereo unspecified) | -8 | -3 | 1.1 | -3 | 2 | -2 | 1 | 2 | 0.2
Cc1cc(C)nc(SCc2cnc(C)nc2N)n1 | -1 | 6 | 1 | 5 | 2 | -2 | 0.94 | -7 | -1.0
O=C(CSc1nnnn1-c1ccccc1)c1cc2ccccc2oc1=O | 19 | 10 | 0.81 | 2 | -4 | -8 | 0.9 | -9 | 0.2
O=c1[nH]c2ccccc2c(=O)n1CCCO | 9 | 6 | 0.91 | 0 | 0 | -3 | 0.94 | -6 | -2.0
Nc1ccc2nn(-c3ccccc3)nc2c1 | 9 | 9 | 0.91 | -5 | 6 | -3 | 0.91 | 2 | 0.0
Cc1ccc([N+](=O)[O-])cc1-c1ccc2cccc(C)c2n1 | 20 | 10 | 0.8 | 3 | -3 | 2 | 0.9 | -3 | 0.0
O=C(c1ccco1)N1CCN(C(=O)c2[nH]ncc2[N+](=O)[O-])CC1 | -14 | 0 | 1.1 | 0 | 1 | -1 | 1 | -2 | -1.9
O=C(NCCc1ccccc1)Nc1cccc(Cl)c1 | 2 | -97 | 0.98 | -2 | 4 | 20* | 2 | -3 | 97*
COCCCNC(=O)C(=O)NCC1CCCN1S(=O)(=O)c1cccs1 (stereo unspecified) | -1 | 0 | 1 | -2 | -1 | . | 1 | -3 | -1.9
O=C(CN1C(=O)N/C(=C\c2ccccc2OCc2ccc(C(=O)O)cc2)C1=O)Nc1ccccc1F | 10 | 2 | 0.9 | -2 | -3 | -3 | 0.97 | -10 | 0.3
CC1(C)CC(=O)C2=C(C1)OC(N)=C(C#N)C21CCC2(CC1)OCCO2 | 20 | -1 | 0.8 | -3 | -3 | -1 | 1 | -3 | 0.9
COc1ccc(CCNC(=O)COC(=O)COc2c(C)cc(C)cc2C)cc1OC | 4 | 2 | 0.96 | 0 | 7 | -1 | 0.97 | -2 | -1.5
O=C(CCCOc1ccccc1)NCC1CCCO1 (stereo unspecified) | -1 | 1 | 1 | 0 | 11 | 2 | 0.99 | -4 | 0.8
CCC(C)[C@H](NC(=O)NCc1ccccc1Cl)C(=O)OC (stereo partly specified) | 8 | 3 | 0.92 | 1 | 0 | 1 | 0.97 | -1 | -1.3
COc1cc2c(cc1OC)C(C)N(C(=O)c1sc(-c3cnccn3)nc1C)CC2 (stereo unspecified) | 8 | 9 | 0.92 | 1 | -6 | -2 | 0.91 | -13 | .
COCCCNC(=O)c1cc2cc([N+](=O)[O-])cc(OC)c2oc1=O | -15 | 5 | 1.2 | -2 | -1 | -2 | 0.95 | 2 | -3.0
Cc1ccccc1OC(C)C(=O)Nc1ccc2c(c1)OCCO2 (stereo unspecified) | 0 | 5 | 1 | 0 | 0 | 1 | 0.95 | -5 | 2.1
COC(=O)Nc1ccc(S(=O)(=O)N2CCCC(C(=O)Nc3cccc4c3OCCO4)C2)cc1 (stereo unspecified) | 6 | -8 | 0.94 | 2 | 3 | -4 | 1.1 | -6 | 0.9
O=C(NCC(=O)N1CCCC1)c1ccc(Br)o1 | 4 | -1 | 0.96 | -2 | 6 | 2 | 1 | -6 | -2.3
Cc1cccnc1CCNC(=O)c1ccc(OC2CCN(Cc3ccccn3)CC2)cc1 | 0 | -10 | 1 | 2 | 1 | -1 | 1.1 | 12 | 0.6
